Screening data from PubChem BioAssay.
UTI89 phage lysis: inhibition of K1F phage lysis, E. coli UTI89, bacterial capsule biogenesis inhibitors, alamar blue (AID 488966); E. coli UTI89 K1F phage lysis, alamar blue, 2 h; higher % means a stronger effect; inhibition, % at 100 µM, or IC50 in µM where a hit was titrated; 0.02% of 340,000 active;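 active = phage lysis inhibition, versus mean bacterial control, above a set limit; inconclusive = no clear call, values can overlap the other calls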;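 note: capsule biogenesis inhibitors block K1F phage lysis so surviving cells raise fluorescence; higher fluorescence means more inhibition of phage lysis; actives were called in the ten point dose series up to 300 µM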
Lipid droplet: inhibitors of hepatocyte lipid droplet formation, primary screen, imaging, high-throughput imaging, BODIPY stain; AID 1656, 2009; inhibition, % at 6.5 µM; 0.4% of 240,000 active; AML12 mouse hepatocytes, oleate lipid droplets;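 active = lipid droplet intensity inhibited by at least 50%, with more than 500 cells counted; inconclusive = wells with under 300 cells, treated as cytotoxic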
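Assay system: AML12 mouse liver cells | Compound: 6.5 µM single-point dosing | Schedule: Overnight exposure | Technique: Fluorescence imaging, 20x objective, two fields per well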
Myeloid diff MLP: induction of myeloid progenitor differentiation, primary screen, cell-based, flow cytometry, MLPCN library; ER-HoxA9 myeloid progenitors, lysozyme-GFP differentiation; calls only at 10 µM; 1% of 360,000 active;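 active = normalized GFP-positive differentiation at or above the plate's own cutoff, the solvent-only control mean plus 3 SD; inconclusive = no clear call, values can overlap the other calls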;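 note: cells exposed to compound for four days before flow analysis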
Lipid droplet cells 6.5 µM: also measured in Lipid droplet; calls as there; cell count; measured here: cell count, cytotoxicity flag;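 cells counted across two imaged fields per well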
Myeloid diff MLP GFP+ MAC1+ %: further read-out of Myeloid diff MLP, marked with its call; GFP+ MAC1+ double positive, %; measured here: differentiation confirmed by MAC1 staining
Starred values were filed as active, the others as inactive; i = inactive; ? = inconclusive; / = no result given; [ ] = dose if it differs, or a comment.

Structure	Myeloid diff MLP	UTI89 phage lysis	Lipid droplet cells 6.5 µM	Lipid droplet	Myeloid diff MLP GFP+ MAC1+ %
O=C(CCCN1C(=O)[C@H]2CC=CC[C@H]2C1=O)NCc1nc(-c2ccccc2)no1	i	-0.5%	693	4	6.7
Cc1cccc(NC(=O)c2ccc(S(=O)(=O)N3CCCC3)cc2)c1C	i	0.4%	778	-4	1.0
CCc1ccccc1NC(=O)CSc1nc2ccccc2nc1N1CCOCC1	i	2.9%	788	-1	5.5
CC(=O)Nc1cccc(NC(=O)c2ccc3[nH]c(C)c(C)c3c2)c1	i	0.1%	832	18	1.8
COc1cc(NC(=O)C2=CC(c3ccc(C)cc3)=NS(=O)(=O)N2C)cc(OC)c1OC	i	-1.6%	834	-5	2.3
Cc1cc(O)c(C(=O)/C=C/c2ccc(C(C)C)cc2)c(=O)o1	i	-0.6%[50 µM]	848	11	1.6
COc1ccc(S(=O)(=O)N2CCN(C)CC2)cc1NC(=O)c1ccccc1	i	0.2%	799	5	0.3
Cc1cnc(CNC(=O)CC2C(=O)NCCN2Cc2ccccc2F)cn1 (stereo unspecified)	i	0.8%[50 µM]	667	2	10
CC/C(=N\NC(=O)C1CCCC1)c1cccc(Br)c1	i	0.0%	680	-16	3.9
Cc1ccc(S(=O)(=O)N2CCCCCC2)cc1C(=O)NCc1ccccn1	i	-0.1%	720	-16	0.7
CC12CCC(=O)N1C(C(=O)Nc1ccccc1N1CCOCC1)CS2 (stereo unspecified)	i	1.4%	872	-13	0.8
CCOC(=O)N1CCN(C(=O)CSc2nc3c([nH]c4ccccc43)c(=O)n2CCOC)CC1	i	0.0%	639	9	2.9
O=c1[nH]c(-c2ccccc2)c(-c2ccccc2)nc1[N+](=O)[O-]	i	0.3%	853	0	0.1
CCn1cc(CN2CCC(C(=O)Nc3cccc(-c4cccc(F)c4)c3)CC2)cn1	i	0.2%[50 µM]	808	1	1.4
CCOC(=O)C(Cc1ccccc1)NC(=O)CCc1nnc2ccc(N3CCCCC3)nn12 (stereo unspecified)	i	-0.1%	773	-4	0.6
CCOc1ccc(CNC(=O)c2nnc(CS(=O)(=O)c3ccccc3)o2)cc1OC	i	-0.3%	755	0	1.9
O=C(c1ccc(F)cc1)N1CCCC(C(=O)N2CCCCC2)C1 (stereo unspecified)	i	0.1%	708	-8	4.5
O=C(NC1CCCC1)C(c1ccc(F)cc1)N(Cc1ccccc1)C(=O)c1csnn1 (stereo unspecified)	i	-0.5%	787	-9	1.0
Cc1c(O)ccc2c(CN3CCN(Cc4ccccc4)CC3)cc(=O)oc12	i	0.9%[50 µM]	800	18	0.2
CCCn1c2ccccc2c2cnn(CC(=O)NC(C)CC)c(=O)c21 (stereo unspecified)	i	1.0%[50 µM]	825	33	0.2
CCN(CC)C1CC(=O)N(c2ccc(Br)cc2)C1=O (stereo unspecified)	i	-0.2%	820	1	0.5
CC(C)(C)Nc1ncnc2sc(-c3ccccc3)cc12	i	0.4%	788	-12	0.5
CC(=O)Nc1ccc(S(=O)(=O)N2CCC(C(=O)NCCc3c[nH]c4ccccc34)CC2)cc1	i	0.4%[50 µM]	830	10	1.3
CCOC(=O)N1CCN(C(=O)c2ccc3oc(CCCc4ccccc4)nc3c2)CC1	i	-0.6%[50 µM]	756	43	0.0
COc1ccc(OC)c(S(=O)(=O)N2CCN(c3ccc(F)cc3)CC2)c1	i	-0.3%	780	8	0.7
CN(C)S(=O)(=O)c1ccc(Cl)c(C(=O)Nc2ccc(S(=O)(=O)N3CCOCC3)cc2)c1	i	0.1%	770	8	1.0
COc1ccccc1NC(=O)Cn1cnc2sc(C(=O)Nc3ccc(OC)c(OC)c3)c(C)c2c1=O	i	0.3%	605	-37	0.0
CCCCCNC(=O)Cn1c(=O)c2c(ncn2CC(C)C)n(Cc2ccccc2)c1=O	i	0.1%	771	-5	0.8
Cc1cccc(NC(=O)c2ccc3c(c2)OCCO3)c1C	i	0.2%	826	-17	2.1
CCOC(=O)c1c(C)[nH]c(C)c1S(=O)(=O)Nc1ccc(CN2CCCCC2)cc1	i	0.2%	680	-22	1.3
CC(C)c1ccc(CNCCCSc2ncccn2)cc1	i	0.2%	875	8	0.5
CC(=O)Nc1ccc(NC(=O)C2CC(=O)N(C(C)C)C2)cc1 (stereo unspecified)	i	-1.0%	791	-17	0.3
CC1=C(C)CC(C(=O)Nc2nc(C)cs2)C(C(=O)O)C1 (stereo unspecified)	i	1.2%	783	2	0.3
CC(c1ccccn1)N(C)C(=O)c1ccc2nc(Cc3ccccc3F)oc2c1 (stereo unspecified)	i	2.5%[50 µM]	662	14	0.4
COC(=O)C(c1ccccc1)C1(O)CC(C)N(C)CC1C (stereo unspecified)	i	0.4%	778	0	1.5
Cn1c(/C(C#N)=C(\O)c2cc(Cl)sc2Cl)nc2ccccc21	i	0.0%	689	1	0.0
CCc1nc(C(N)=O)c2[nH]c(=O)n(-c3ccccc3F)c2n1	i	0.2%	697	-2	0.0
O=C(CSc1nnc(CNC(=O)c2ccco2)o1)Nc1ccccc1C(F)(F)F	i	0.1%	578	-10	1.9
Cc1ccc(C(=O)NCCC(=O)N2CCC3(CC2)NCCc2[nH]cnc23)cc1	i	0.3%	661	-1	4.2
COc1ccc(-c2cc(C(=O)NCc3ccco3)c3ccccc3n2)c(OC)c1	i	0.8%[50 µM]	805	-6	3.0
O=C(CCC(=O)Nc1ccc(F)cc1)N/N=C/c1cccnc1	i	0.4%	820	-4	0.6
O=C(Cc1c(O)c2ccccc2oc1=O)c1ccc(C(F)(F)F)cc1	i	0.1%	830	-3	0.5
CC1CCN(S(=O)(=O)c2ccc3c(c2)N(CC(=O)NCCCOC(C)C)C(=O)CS3)CC1	i	0.6%	662	7	6.5
CC(C)Oc1ccc(C(=O)Nc2ccc(N3CCN(C(=O)c4ccco4)CC3)cc2)cc1	?	0.2%	808*	69*	/
CSCC[C@H](NC(=O)N1CCn2c1nc1ccccc12)C(=O)N[C@H](Cc1ccccc1)C(=O)O	i	1.2%	839	4	2.4
CC(=O)c1cccc(S(=O)(=O)N2CCCC(c3nc4c(nnn4Cc4ccc(C)cc4)c(=O)[nH]3)C2)c1 (stereo unspecified)	?	0.0%	787	10	/
COc1ccc(C(=O)NCC(=O)N/N=C(\C)Cc2ccccc2)cc1	i	0.2%	667	-8	0.0
COC(=O)c1ccc(C(=O)OC)c(NC(=O)CCS(=O)(=O)Cc2ccccc2)c1	i	0.1%	846	10	1.0
CC(=O)C1=C(O)C(=O)N(c2ccc(F)cc2)C1c1ccc(C)cc1 (stereo unspecified)	i	0.0%	794	10	0.5
Cc1ccc(C)c(N(CC(=O)NCc2ccco2)C(=O)CNS(=O)(=O)c2ccccc2)c1	i	-0.1%	704	-15	2.2
Cc1cccc(C(=O)Nc2ccc(N3CCN(C(=O)c4ccco4)CC3)cc2)c1	i	0.1%	822	7	2.8
O=C(NCC1CCN(Cc2ccccc2F)CC1)Nc1cccc(Br)c1	i	0.2%	879	-14	0.7
COc1ccc(OC)c(S(=O)(=O)CC(O)COc2ccccc2Cl)c1 (stereo unspecified)	i	-1.7%[50 µM]	803	-7	0.3
Oc1cccc(/C=N/N2CCCCC2)c1O	i	2.0%	807	-3	0.6
CN(C)S(=O)(=O)N1CCc2ccc(NC(=O)c3ccccc3Cl)cc2C1	i	0.1%	791	15	0.8
COc1cccc(NC(=O)CSc2ccc3nnc(CCNC(=O)c4ccccc4)n3n2)c1	i	0.8%[50 µM]	806	3	2.1
CCOC(=O)C1CCCN(C(=O)c2cc(S(=O)(=O)N3CCCCC3)c[nH]2)C1 (stereo unspecified)	i	-1.6%	782	0	1.7
COc1ccc(CCNCC(O)COc2ccc(Cl)cc2)cc1OC (stereo unspecified)	i	1.0%	672	-1	5.3
CCN(CC(=O)Nc1ccc2c(c1)OCCO2)C(=O)/C=C/c1ccc(OC)cc1OC	i	-0.2%	876	8	0.8
O=C(NC1CCCC1)C(c1ccncc1)N(C(=O)c1csnn1)c1ccccc1 (stereo unspecified)	i	0.2%	832	-2	0.2

Sorted by number of heavy atoms (rising): seven of the compounds above
Structure	Myeloid diff MLP	UTI89 phage lysis	Lipid droplet cells 6.5 µM	Lipid droplet	Myeloid diff MLP GFP+ MAC1+ %
Oc1cccc(/C=N/N2CCCCC2)c1O	i	2.0%	807	-3	0.6
COc1ccc(CCNCC(O)COc2ccc(Cl)cc2)cc1OC (stereo unspecified)	i	1.0%	672	-1	5.3
O=C(NCC1CCN(Cc2ccccc2F)CC1)Nc1cccc(Br)c1	i	0.2%	879	-14	0.7
CCOC(=O)C1CCCN(C(=O)c2cc(S(=O)(=O)N3CCCCC3)c[nH]2)C1 (stereo unspecified)	i	-1.6%	782	0	1.7
CCN(CC(=O)Nc1ccc2c(c1)OCCO2)C(=O)/C=C/c1ccc(OC)cc1OC	i	-0.2%	876	8	0.8
Cc1ccc(C)c(N(CC(=O)NCc2ccco2)C(=O)CNS(=O)(=O)c2ccccc2)c1	i	-0.1%	704	-15	2.2
COc1cccc(NC(=O)CSc2ccc3nnc(CCNC(=O)c4ccccc4)n3n2)c1	i	0.8%[50 µM]	806	3	2.1

(further entries)
Structure	Myeloid diff MLP	UTI89 phage lysis	Lipid droplet cells 6.5 µM	Lipid droplet	Myeloid diff MLP GFP+ MAC1+ %
CCN1CCN(CCCNC(=O)CCC(=O)N2CC(C)Oc3ccc(C)cc32)CC1 (stereo unspecified)	i	6.2%	725	33	1.7
Cc1ccc(C(=O)N/C(=C\c2ccc(F)cc2)C(=O)NCCN2CCOCC2)cc1	i	0.1%	813	-16	1.7
CC(C)(C)NC(=O)CSc1ncccc1-c1nc2ccccc2[nH]1	i	-1.6%	778	1	0.8
COc1ccc2nc(C)cc(SCC(=O)N/N=C/c3ccco3)c2c1	i	-0.6%	847	17	0.2
CCN1CCN(C(=O)C2CCN(S(=O)(=O)N3CCC4(CC3)OCCO4)CC2)CC1	i	0.5%	763	-16	0.8
CCOc1ccc(NC(=O)CN(C)C(=O)c2ccc(C)c(S(=O)(=O)N3CCCCC3)c2)cc1OCC	i	-0.1%	694*	63*	4.1
COc1ccc(S(=O)(=O)N(Cc2ccccc2)c2ccccc2C(=O)O)cc1	i	-0.5%	779	-11	1.1
COc1ccccc1N(CC(=O)NCc1ccc(F)cc1)C(=O)CCC(=O)Nc1nccs1	i	-0.5%	719	-30	0.7
CN(CC(=O)NC1CCN(Cc2ccccc2)CC1)S(=O)(=O)c1ccc(Br)s1	?	0.1%	881	0	/
CCCOc1ccc(Cc2c(O)nc(SC)[nH]c2=O)cc1C	i	1.2%	811	-3	0.3
O=c1ccc2cc3ccoc3cc2o1	i	1.5%	812	6	2.0
COc1ccc(/C=N/NC(=O)NC23CC4CC(CC(C4)C2)C3)c(OC)c1	i	0.3%	827	-3	0.6

In the list so far, these have a CF3 group:
Structure	Myeloid diff MLP	UTI89 phage lysis	Lipid droplet cells 6.5 µM	Lipid droplet	Myeloid diff MLP GFP+ MAC1+ %
O=C(CSc1nnc(CNC(=O)c2ccco2)o1)Nc1ccccc1C(F)(F)F	i	0.1%	578	-10	1.9
O=C(Cc1c(O)c2ccccc2oc1=O)c1ccc(C(F)(F)F)cc1	i	0.1%	830	-3	0.5

(listing goes on)
Structure	Myeloid diff MLP	UTI89 phage lysis	Lipid droplet cells 6.5 µM	Lipid droplet	Myeloid diff MLP GFP+ MAC1+ %
CCCn1cc(S(=O)(=O)c2ccccc2)c(=O)c2cc(OC)c(OC)cc21	i	0.2%	738	12	1.9
CC1CCC(NC(=O)C2CCC(CNS(=O)(=O)c3cccc4cccnc34)CC2)CC1 (stereo unspecified)	i	0.4%	693	-15	0.0
COc1ccccc1-c1cnn2c(N3CCOCC3)cc(C)nc12	i	0.0%	818	-5	0.2
CCOc1cc(CNn2cnnc2)cc(Br)c1OCC(=O)NC(C)(C)C	i	-0.2%	785	-2	0.6
CC(=O)c1cccc(NC(=O)CN2C=NS(=O)(=O)c3ccc(C)cc32)c1	i	0.2%	735	2	1.8
O=C(NCc1ccc(Cl)s1)C1CCC(=O)N(CCc2cccc(F)c2)C1 (stereo unspecified)	i	0.4%	777	-16	5.2
COc1ccc(C(=O)N/C(=C\c2ccccc2)C(=O)Nc2ccc(C(=O)O)cc2)cc1	i	2.0%[50 µM]	807	0	0.4
CCn1cc(CNC(=O)C2CCC(=O)N(Cc3ccccc3F)C2)cn1 (stereo unspecified)	i	-0.3%	690	-3	2.6
CCc1ccc(OCCCCN(C)Cc2ccccc2)cc1	i	0.4%	780	-7	0.4

The list is partial; the hit share may differ from the screen's.
